Pf apPOL block: Pf-apPOL DNA polymerase inhibition; Recombinant Pf-apPOL, molecular beacon fluorescence, 1.5 h; inhibition, % at 10 µM; actives 0.25% (n = 210,000); AID 1794808
mHTT CaM bind: inhibitors of human mutant huntingtin-calmodulin interaction; P42858; AlphaScreen His-mHTT/GST-CaM binding, luminescence; inhibition, % at 15 µM; actives 3.6% (n = 190,000); AID 1671202;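 note: 0% = both proteins with DMSO and 100% = one protein alone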
Active calls of the source: *; . = no result given; & = joins results of further samples; ! = repeats disagree. Cut-off read from the data, not from the text of the source: active = inhibition above about 50%; inactive = the rest. These rows are one share of the data; rates above refer to the full screens.

Every second line gives: Pf apPOL block, mHTT CaM bind
1	COc1ccc(CNC2CCCCC2C)cc1 (centres undefined)
  2, -7
2	O=C(NC1CC2CC1CN2C(=O)c1ccccc1Cl)c1ccccc1 (centres undefined)
  -4, 9
3	Cc1ccc(CCNC(=O)C2CCN(c3nc4ccccc4o3)CC2)cc1
  -10, 1
4	Cc1ccc(Nc2nc3c(C)cccn3c(=O)c2C=Nc2cccc(Cl)c2)cc1
  2, -1
5	COc1cccc(-c2nc(C(=O)NC(C)C)cs2)c1
  -8, -7
6	CCC(C)NC(=O)C1CCN(C(=O)c2ccccc2Cl)CC1 (centres undefined)
  -6, -1
7	COC(CNC(=O)c1ccc2nc3ccccc3c(=O)n2c1)OC
  -3, 18
8	CC1Cc2cc(/C=C3/N=C(c4ccccc4F)OC3=O)ccc2O1 (centres undefined)
  -7, 23
9	CN(C)c1cccc(OCc2noc(-c3cccc(Cl)c3)n2)c1
  -21, 62*
10	COc1ccc(CCNC(=S)N(C)C)cc1OC
  -5, .
11	CC(C)n1c(=N)c(C(=O)NCc2ccco2)cc2c(=O)n3ccccc3nc21
  1, 5
12	Cc1ccc(C)n1-c1cc([N+](=O)[O-])ccc1-n1ccnc1
  8&8, .
13	CC(C)Cn1c(=O)c2cc(C(=O)N3CCSCC3)nn2c2ccccc21
  -6, 5
14	CN1CCN(C(=O)c2csc(N3CCN(c4ccc(F)cc4)CC3)n2)CC1
  -4, 16
15	O=C(C1=C(O)C(=O)N(CCN2CCOCC2)C1c1ccc([N+](=O)[O-])cc1)c1cccs1 (centres undefined)
  -17, -1
16	O=C1CN(C(=O)c2ccc(Cl)cc2)C(c2ccc(F)cc2)c2cc(Br)ccc2N1 (centres undefined)
  -10, 56*
17	Cc1ccoc1C(=O)NCCNc1ccc(Cl)cc1[N+](=O)[O-]
  -6, 26
18	CS(=O)(=O)N(CC(=O)NCC1CCCO1)c1cc(C(F)(F)F)ccc1Cl (centres undefined)
  -6, 1
19	O=C(O)c1cccc2ncccc12
  0, -10
20	O=C(NCc1ccc(Cl)c(Cl)c1)c1cccs1
  -4, -12
21	CC1(C)Cc2c(sc3nc(SCC(=O)O)n(-c4ccccc4)c(=O)c23)CO1
  3, -1
22	O=C(NCCCN1CCOCC1)c1cc(-c2ccc(F)cc2)on1
  0, -2
23	Cc1ccccc1N1CCN(Cc2nc(C(=O)NC3CC3)cs2)CC1
  -7, 5
24	Cc1cc(C(=O)N2N=C(C3CC3)CC2(O)C(F)(F)F)ccc1[N+](=O)[O-] (centres undefined)
  2, 24
25	CS(=O)(=O)N(CC(=O)Nc1ccc2c(c1)OCCO2)c1ccc(Oc2ccccc2)cc1
  0, 29
26	N#Cc1ccccc1NC(=O)COc1ccccc1
  -6, -5
27	Cc1ccc(Cl)cc1N1CCC(C(=O)NCc2cccnc2)C1=O (centres undefined)
  0, 7
28	CCc1ccc(C=C2Oc3c(ccc(O)c3CN(CC)CC)C2=O)cc1
  -117, 16
29	CC(=O)c1c(C)nn(CC(=O)Nc2cc(Cl)ccc2C)c1C
  -4, -13
30	CCn1c(C2CCN(C(=O)c3cccs3)C2)nc2cccnc21 (centres undefined)
  -4, 2

Given field by field: entries from further up
(21) CC1(C)Cc2c(sc3nc(SCC(=O)O)n(-c4ccccc4)c(=O)c23)CO1
  Pf apPOL block: 3	mHTT CaM bind: -1
(22) O=C(NCCCN1CCOCC1)c1cc(-c2ccc(F)cc2)on1
  Pf apPOL block: 0	mHTT CaM bind: -2
(23) Cc1ccccc1N1CCN(Cc2nc(C(=O)NC3CC3)cs2)CC1
  Pf apPOL block: -7	mHTT CaM bind: 5
(24) Cc1cc(C(=O)N2N=C(C3CC3)CC2(O)C(F)(F)F)ccc1[N+](=O)[O-] (centres undefined)
  Pf apPOL block: 2	mHTT CaM bind: 24

Fetched by structure from above (three):
Every second line gives: Pf apPOL block, mHTT CaM bind
30	CCn1c(C2CCN(C(=O)c3cccs3)C2)nc2cccnc21 (centres undefined)
  -4, 2
29	CC(=O)c1c(C)nn(CC(=O)Nc2cc(Cl)ccc2C)c1C
  -4, -13
18	CS(=O)(=O)N(CC(=O)NCC1CCCO1)c1cc(C(F)(F)F)ccc1Cl (centres undefined)
  -6, 1

Next records.
Every second line gives: Pf apPOL block, mHTT CaM bind
31	Cc1ccccc1OCC(=O)N1CC(C)C(c2nc(-c3ccccc3)no2)C1 (centres undefined)
  5, 28
32	Cc1ccc(C2CN(S(=O)(=O)c3cccc(C)c3)CCN2C)cc1 (centres undefined)
  -2, 3
33	CCCc1cc(=O)[nH]c(SCC(=O)Nc2cccc(C(F)(F)F)c2)n1
  -2, 1
34	CCn1c(SCC(=O)c2ccc3c(c2)OCCO3)nc2sc3c(c2c1=O)CCC3
  -6, 6
35	Cn1c(NC2CCN(Cc3ccccc3)CC2)cc(=O)n(C)c1=O
  -6, .
36	Cc1nn(C(=O)c2cccs2)c(C)c1Sc1ccc(Br)cc1
  -4, 4
37	COC(=O)C1CN(Cc2cn(Cc3ccccc3)nn2)CCS(=O)(=O)N1Cc1ccc(Cl)cc1 (centres undefined)
  -6, -6
38	CCSc1nnc(NC(=O)CN(C)c2nc3c(C)ccc(C)c3s2)s1
  -2, -6
39	CCC(Sc1nc2ccsc2c(=O)n1Cc1ccccn1)C(=O)NCc1ccc(C)cc1 (centres undefined)
  -4, 15
40	COc1nn(C)cc1C(=O)Nc1nnc(C2CC(=O)N(c3ccccc3)C2)o1 (centres undefined)
  -2, 54*
41	O=C1c2cccnc2C(=O)N1c1cccc(C(F)(F)F)c1
  -5, 13
42	O=S(=O)(Nc1cccnc1)c1cccc(C(F)(F)F)c1
  -5, -8
43	COc1ccc(CC(=O)NCC2(O)CCOc3ccccc32)cc1OC (centres undefined)
  -2, 4
44	COc1cccc(-c2csc3nc(CN4CCCCC4)[nH]c(=O)c23)c1
  -5, 20
45	CSc1ccccc1CN1CCC(CNC(=O)C2(c3ccccc3)CCOCC2)CC1
  -9, -13
46	CC(C)(C)c1ccc(C(N)=NOC(=O)c2csc(Cc3c(Cl)cccc3Cl)n2)cc1
  -2, .
47	COc1ccccc1CCC(=O)N1CCC(c2nc(C(=O)N3CCOCC3)c(C)o2)CC1
  0, 16
48	Cc1ccc(NC(=O)Cn2c(=O)n(-c3ccccc3)c3ncccc32)c(C)c1
  1, -1
49	O=C(O)c1ccc(Cl)cc1N=Cc1nc(-c2ccc(Br)cc2)oc1O
  0, 7
50	O=C(NC1CCCCCC1)C1c2ccccc2C(=O)N1Cc1ccc(F)cc1Cl (centres undefined)
  2, 1
51	COc1ccc(NC(=O)CSc2nc3nc(C)cc(C)n3n2)c(OC)c1
  -9, 9
52	Cc1cccc2c(=O)n(C3CCN(S(=O)(=O)c4cccc(Cl)c4)CC3)cnc12
  2, -7
53	Cc1ccccc1-n1c(O)c(C2=c3cc(Br)ccc3=NC2=O)sc1=O
  7, 63*
54	O=C(Nc1c2c(nn1-c1ccc([N+](=O)[O-])cc1)CS(=O)(=O)C2)c1cccc(F)c1
  -4, 21
55	N#Cc1ccc(-c2csc(NC(=O)c3cccc(C(F)(F)F)c3)n2)cc1
  -5, 9
56	COc1ccc(CC(=O)N2CC(=O)Nc3ccc(Cl)cc3C2c2ccc(F)cc2)cc1OC (centres undefined)
  -4, 41
57	COc1cccc(CNC(=O)c2nc(-c3ccc(C)cc3)n3c2CCCCC3)c1
  3, 74*
58	CCOc1ccc(N2C(=O)S/C(=C\c3ccc(C)o3)C2=O)cc1
  4, 2
59	O=C(NCc1ccccc1)C1CCN(c2nccn3nc(-c4ccccc4)cc23)CC1
  1, 22
60	Nc1nc2c([nH]c(=S)n2C2OC(CO)C(O)C2O)c(=O)[nH]1 (centres undefined)
  ., -2
61	Cc1cc(C(=O)N2CCCn3cc(-c4ccccc4F)nc32)nn1C
  -2, 3
62	O=C(Cn1cnc2c(c1=O)CCN(Cc1ccccc1)C2)Nc1ccccc1F
  -3, 13
63	NC(=O)c1ccc([N+](=O)[O-])cc1C(N)=O
  -14, .
64	Cn1ccnc1SCC(=O)Nc1ccc(C(C)(C)C)cc1
  -10, .
65	O=C(CSc1nc2ccsc2c(=O)n1Cc1ccc2c(c1)OCO2)NC1CCCCC1
  5, -4
66	Nc1nonc1N=Cc1cc(I)cc(I)c1O
  1, 45
67	Cn1nccc1C(=O)N1CCC(Nc2cccnc2)C1 (centres undefined)
  -1, 0
68	FC(F)(F)c1cnc(N2CCC(n3cccc3)CC2)c(Cl)c1
  0, .
69	Cc1cccc(N2CCN(C(=O)c3csc(C(=O)N4CCCC4)n3)CC2)c1
  -1, 8
70	Nc1ccc([N+](=O)[O-])cc1N=Cc1ccc(Cl)cc1
  -1, 24
71	COc1ccc(/C=C/C2=NC(=C/c3cccc([N+](=O)[O-])c3)/C(=O)O2)cc1
  -4, -1
72	CC(C)Cn1cc2c3c(cccc31)CN(C(=O)c1cnccn1)CC2
  -2, 19
73	CNCC1OCCc2ccccc21 (centres undefined)
  -7, 2&-4
74	CC(=O)Nc1cccc(NCCC(=O)O)c1
  -10, -2
75	CCCn1cnnc1C1CCCN(C(=O)c2cc(F)ccc2F)C1 (centres undefined)
  -1, -8
76	O=C(COc1ccccc1)N1CCc2nc(-c3ccc(F)cc3)ncc2C1
  -2, 1
77	Cc1nnsc1C(=O)n1nccc1-c1cnn(-c2ccccc2)c1C
  6, .
78	Cc1ccccc1NC(NC(=O)c1cccnc1)C(Cl)(Cl)Cl (centres undefined)
  2, -1
79	Clc1ccc(CN2CCCCCC2)cc1
  -1, -2
80	COc1cc(OC)c(C2C3=C(CCCC3=O)Nc3nc4ccccc4n32)cc1OC (centres undefined)
  -4, 2
81	CC(=O)C1=C(c2ccccc2)C(=O)c2ccccc2C1=O
  -1, 38
82	COc1ccc(CNS(=O)(=O)c2ccc(F)c(C(=O)Nc3ccc(C)c(Cl)c3)c2)cc1
  -4, 2
83	O=[N+]([O-])c1cccc(N2Cc3ccccc3C2)c1
  ., -7
84	COc1ccc(OC)c(NS(=O)(=O)c2ccc(NC(=O)c3cccc([N+](=O)[O-])c3)cc2)c1
  4, 0
85	CC(C=CC1(O)C(C)=CC(=O)CC1(C)C)=CC(=O)O (centres undefined)
  -12&7, .
86	CCCNc1nc(C(Cl)(Cl)Cl)nc2ccccc12
  -7, -74
87	CCOc1ccc(CCNC(=O)c2csc3c2CCCCC3)cc1
  1, -4
88	COc1cccc(OCCOC(=O)Nc2cccc(Cl)c2)c1
  -1, -44
89	c1ccc(-c2nnc(N3CCOCC3)c3ccccc23)cc1
  3, -4
90	Cc1cc(C(=O)NC(c2ccccc2)c2ccccc2)nc2cc(C(C)(C)C)nn12
  0, -73

Some of the entries above, set out differently.
No. | Compound | Pf apPOL block | mHTT CaM bind
78 | Cc1ccccc1NC(NC(=O)c1cccnc1)C(Cl)(Cl)Cl (centres undefined) | 2 | -1
77 | Cc1nnsc1C(=O)n1nccc1-c1cnn(-c2ccccc2)c1C | 6 | .

Next section:
Every second line gives: Pf apPOL block, mHTT CaM bind
91	CCCCN1C(=O)CN(C2CCCCC2)C(=O)C1c1ccc(OC)c(OC)c1 (centres undefined)
  -10, 10
92	CCc1ccc(C2N(c3cc(Cl)ccc3OC)C(=O)C3CCCN32)cc1 (centres undefined)
  -3, 33
93	Cc1c(NC(=O)Nc2ccccc2)cccc1[N+](=O)[O-]
  -2, 2
94	O=[N+]([O-])c1cccc(C2Nc3c(Cl)cccc3C3C=CCC32)c1 (centres undefined)
  -1&-4, 75*!
95	CCC(CC)C(=O)NCCN1CCN(C(=O)C(CC)CC)CC1
  -5, -4
96	COc1cc(SC)ccc1C(=O)NCCc1ccccc1
  1, -13
97	CCOC(=O)Oc1ccc2c(=O)c(Oc3cc(C)ccc3C)coc2c1
  0, 35
98	O=C(Nc1nc(C(=O)N2CCc3ccccc32)co1)c1cccs1
  -34, 12
99	CCn1nc(C(=O)Nc2cccnc2)cc1-c1cccc(OC)c1
  -1, 8
100	CSc1nsc(SC)c1NC(=O)N1CCOCC1
  0, -2
101	C/C=C1\CC[N+]2(C)CCC34C(=C(C=O)C1CC32)N(C)c1ccccc14 (centres undefined)
  ., -2
102	OCCNc1nc(F)c(F)c(Oc2ccc(Cl)cc2)c1F
  -2, 24
103	Cc1ccc(NC(=O)c2c(C)sc3c(=O)n(CC4CC4)cnc23)cc1C
  4, 11
104	CC(C)c1ccc(N2C=C(C(=O)N3CCOCC3)S(=O)(=O)c3ccccc32)cc1
  -7, 28
105	Cc1nc(N2CCOCC2)c2c(C)c(C(=O)NCCN(C)c3ccccc3F)sc2n1
  -2, 21
106	O=[N+]([O-])c1cccc(C=Nc2ccc(F)cc2)c1O
  -4, 4
107	Cc1cc2c(N3CCC(C(=O)NCc4cccc(Br)c4)CC3)nccc2s1
  -1, -2
108	Cc1ccc(C(=O)N2CCCC2c2ccccc2F)cc1 (centres undefined)
  -3, -8
109	N#CC1=C(N)Oc2n[nH]c(-c3ccc(Br)cc3)c2C1c1ccncc1 (centres undefined)
  -5, 11
110	CCc1nnc(-c2ccc(NC(=O)c3c(F)cccc3F)cc2)o1
  -2, -13
111	O=C(CC1SC(=Nc2ccccc2)N(CCc2ccccc2)C1=O)Nc1ccccc1[N+](=O)[O-] (centres undefined)
  9, -1
112	CCC(Sc1nc(=O)cc(N)n1-c1ccccc1)C(=O)Nc1nnc(C)s1 (centres undefined)
  -2&-9, -3&-1
113	COc1cc(CNc2ccccc2C)cc2c1OCO2
  1, 6
114	C[C@](N)(Cc1ccc(O)cc1)C(=O)O
  -3, .
115	O=S(=O)(CN=C(NC(=S)Nc1ccccc1)c1ccccc1)c1ccccc1
  ., -6
116	COc1cc(NC(=O)COc2cc(Cl)c(Cl)cc2Cl)cc(OC)c1OC
  -9, .
117	CCC1c2ccc(C)n2CCN1C(=O)Nc1cccc(Cl)c1 (centres undefined)
  4, 5
118	O=C(CNC(=O)c1c[nH]c2ccccc12)NCc1cccs1
  -10, -20

Bioassay records (PubChem)
